# G9a block = G9a (human) methyltransferase inhibition; Q96KQ7; G9a H3K9 monomethylation, AlphaScreen, 2 h; Potency, µM (series often up to 102 µM), without a hit: at the top dose activity, negative = inhibition, actives largely listed as inhibitors; actives 8.8% (n = 350,000); note: % is set by controls: 0 for no effect and ±100 for the full control effect; nearly all actives have a fitted effect of over 75% in size
#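 Signal arises when biotinylated H3K9 peptide, once monomethylated, bridges streptavidin donor and antibody-captured acceptor beads. Enzyme at 20 nM was preincubated 15 min with test compounds; peptide 500 nM and SAM 20 uM then reacted for 2 h.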
# Anesthetic bind = binds horse apoferritin like a general anesthetic. P02791. apoferritin/1-aminoanthracene competitive binding, fluorescence. Potency, µM (titrated, usually from 77.5 µM), inactives show at the top dose activity change, negative = displacement, most hits filed as inhibitors. actives 0.074% (n = 350,000). AID 485281; note: % is set by controls: 0 for no effect and ±100 for the full control effect; nearly all actives have a fitted effect of over 20% in size
#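 Read-out: endpoint 1-AMA fluorescence, excitation 380 nm and emission 535 nm, after compounds sit 10 min at room temperature with 10 uM horse-spleen apoferritin in 50% saturated 1-AMA/PBS. Values come from four-parameter Hill fits.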
# POLH inh = blocks human DNA polymerase eta activity. actives 1.2% (n = 390,000). AID 588591. Q9Y253. recombinant Pol eta, fluorescent DNA replication assay. Potency, µM (series often up to 114 µM), without a hit: at the highest dose activity change, negative = inhibition, usual class: inhibitors; note: % is set by controls: 0 for no effect and ±100 for the full control effect
# Target sequence (Q9Y253 whole entry, looked up): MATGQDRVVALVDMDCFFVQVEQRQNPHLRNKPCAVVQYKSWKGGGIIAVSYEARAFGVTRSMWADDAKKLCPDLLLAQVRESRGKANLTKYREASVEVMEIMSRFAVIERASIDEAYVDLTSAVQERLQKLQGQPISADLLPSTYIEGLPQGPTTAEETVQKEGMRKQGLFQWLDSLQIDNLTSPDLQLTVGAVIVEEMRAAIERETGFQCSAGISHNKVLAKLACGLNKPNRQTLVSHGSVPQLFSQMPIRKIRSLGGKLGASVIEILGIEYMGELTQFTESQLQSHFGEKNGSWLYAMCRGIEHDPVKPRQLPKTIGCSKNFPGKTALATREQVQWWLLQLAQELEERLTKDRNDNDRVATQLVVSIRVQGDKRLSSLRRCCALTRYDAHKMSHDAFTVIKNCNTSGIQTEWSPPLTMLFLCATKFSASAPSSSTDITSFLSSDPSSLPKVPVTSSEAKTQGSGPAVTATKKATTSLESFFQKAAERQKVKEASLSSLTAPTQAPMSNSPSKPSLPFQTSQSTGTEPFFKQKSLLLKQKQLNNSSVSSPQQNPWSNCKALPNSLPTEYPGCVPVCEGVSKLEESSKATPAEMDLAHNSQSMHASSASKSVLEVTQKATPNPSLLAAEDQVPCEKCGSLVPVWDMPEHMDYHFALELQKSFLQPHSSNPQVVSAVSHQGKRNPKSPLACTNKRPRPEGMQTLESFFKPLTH
#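 Fluorescent replication assay: 50 nM final substrate added after a 15 min room-temperature compound preincubation with 10 nM enzyme. Signal taken at 0 min and again at 10 min.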
# BLM helicase inh = blocks DNA unwinding by human BLM helicase; P54132; recombinant BLM DNA unwinding, fluorescence dequenching; Potency, µM (titrated, usually from 56.1 µM), for the others: at the highest dose activity change, negative = inhibition, usual class: inhibitors; actives 0.2% (n = 350,000); AID 2528;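 note: plate controls were vehicle for no effect and no enzyme for full effect; nearly all actives have a fitted effect of over 35% in size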
# BAZ2B inh = BAZ2B (human) inhibition; Q9UIF8; AlphaScreen BAZ2B-H3K14Ac peptide displacement; Potency, µM (titrated, usually from 114 µM), inactives show at the top dose activity change, negative = inhibition, hits mostly inhibitors; actives 4.4% (n = 360,000); note: % is set by controls: 0 for no effect and ±100 for the full control effect; nearly all actives have a fitted effect of over 60% in size
#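 AlphaScreen displacement of biotin-H3(5-23)K14Ac peptide (50 nM final) from BAZ2B (50 nM final) in PBS pH 7.4, 0.01% Tween-20; complex preformed 30 min RT, then compounds (top 110 uM) 30 min RT, beads 20 min dark.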
# POLK inh = inhibitors of human DNA polymerase kappa | Q9UBT6 | actives 0.53% (n = 400,000) | Potency, µM (top dose mostly 107 µM), for the others: at the highest dose activity, negative = inhibition, actives largely listed as inhibitors | purified Pol kappa, fluorescent DNA synthesis assay, 10 min; note: % is set by controls: 0 for no effect and ±100 for the full control effect
#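 Here, compound and 10 nM enzyme are combined for 15 min at room temperature; adding 50 nM substrate (final) starts DNA synthesis, tracked by fluorescence at 0 and 10 min against buffer-only wells.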
# APEX1 inh = APE1 (human) endonuclease inhibition; actives 0.35% (n = 350,000); Potency, µM (series often up to 65.8 µM), without a hit: at the highest dose activity change, negative = inhibition, most hits filed as inhibitors; recombinant APE1, TAMRA/BHQ-2 abasic DNA cleavage fluorescence; P27695;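 note: plate controls were vehicle for no effect and reference inhibitor for full effect; nearly all actives have a fitted effect of over 55% in size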
# Target sequence (P27695 whole entry, looked up): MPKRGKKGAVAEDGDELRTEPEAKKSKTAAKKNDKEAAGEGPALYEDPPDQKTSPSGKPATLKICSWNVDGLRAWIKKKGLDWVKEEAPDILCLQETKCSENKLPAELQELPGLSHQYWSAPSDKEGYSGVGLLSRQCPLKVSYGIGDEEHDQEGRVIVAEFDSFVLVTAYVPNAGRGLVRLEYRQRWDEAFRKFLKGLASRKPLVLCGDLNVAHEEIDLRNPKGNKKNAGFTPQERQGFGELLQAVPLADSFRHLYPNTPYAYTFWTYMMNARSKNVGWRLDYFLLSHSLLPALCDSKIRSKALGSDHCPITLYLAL
#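 Quantitative HTS: incision of a TAMRA/BHQ-2 double-stranded substrate bearing a tetrahydrofuran abasic site by 0.75 nM APE1 raises fluorescence. Substrate 50 nM final, added after 15 min compound preincubation at room temperature; progress as third-minus-first kinetic read difference.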
# POLI inh = inhibitors of human DNA polymerase iota. Pol iota fluorescent replication assay, 10 min. Q9UNA4. Potency, µM (top dose mostly 115 µM), for the others: at the top dose activity, negative = inhibition, hits mostly inhibitors. actives 1% (n = 390,000)
#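 Fluorescent replication assay read twice, at 0 min and 10 min after adding 50 nM (final) substrate. Enzyme (10 nM) and compounds were first incubated 15 min at room temperature; enzyme-free buffer wells were negative controls.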
# POLB inh = blocks human DNA polymerase beta activity; P06746; Pol beta primer extension/strand displacement, fluorescence kinetic; Potency, µM (top dose mostly 114 µM), for inactives: at the highest dose activity change, negative = inhibition, most hits filed as inhibitors; actives 1.3% (n = 340,000); note: % is set by controls: 0 for no effect and ±100 for the full control effect
#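 Reaction started by 50 nM substrate onto compound-treated Pol beta (10 nM, 15 min preincubation, room temperature); plates read at 0 min and 10 min. Normalized concentration-effect data fitted by four-parameter Hill equation.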
# An asterisk follows results filed as active; ? = inconclusive; · = no result given; & = joins results of further samples; [ ] = remark or other dose. Calls come from the whole dose curve; as a rule, active = well fitted curve in the direction sought with a large enough effect; inconclusive = small, poorly fitted or top-dose-only effect, or another doubt; inactive = no such curve, though single readings can be large; an effect the other way counts as inactive or inconclusive. Potency is the fitted concentration of half-maximal effect. Only part of the results is shown (hit frequency here may not be typical).
SMILES,G9a block,Anesthetic bind,POLH inh,BLM helicase inh,BAZ2B inh,POLK inh,APEX1 inh,POLI inh,POLB inh
c1cnc(N2CCN(c3ncc4c(n3)CCNC4)CC2)nc1,?,-1%,18µM*,15%,?,-30%,·,?,45µM*
O=P(Cc1cccc[n+]1[O-])(c1ccccc1)c1ccccc1,22%,33%[activator],-7%,-2%,30%,-2%,-3%,11%,15%
CCC(C)n1[nH]c(=O)cc1N (centres undefined),15%,-9%,-4%,0%,-2%,-6%,-5%,50%[activator],1%
C/C(O)=c1/cnc2nc3ccccc3n2c1=O,?,1%,-10%,-3%,?,-8%,-3%,47%[activator],3%
C[C@H](NC(=O)c1nc[nH]c1C(=O)NCCCCCNC(=O)OC(C)(C)C)C(=O)OC(C)(C)C,1%[59 µM],?,-24%,-5%,-31%,3%,-4%,0%,1%
Cc1cccc(N2CCN(S(=O)(=O)c3ccc4[nH]c5c(c4c3)CCCCC5)CC2)c1C,-34%[59 µM],45%[activator],-15%,-6%,-9%[57.1 µM],-3%,·,19%,6%
Cc1ccc(CCNC(=O)Cn2nc(-c3ccc(C)cc3)ccc2=O)cc1,-2%[59 µM],?,-7%,-4%,-9%,-10%[60.1 µM],·,-14%,-8%
Cc1cccc(NC(=O)CSc2nnc(C)c(=O)[nH]2)c1,1%[59 µM],-4%,-12%,2%,-2%,7%,·,8%,29%
COc1cc([C@@H]2c3cc4c(cc3[C@@H](NC3CCN(Cc5ccccc5)CC3)[C@H]3COC(=O)[C@H]23)OCO4)cc(OC)c1O,-43%[59 µM],0%,·,-1%,-37%,·,-2%,·,-2%
COc1ccc(C(=O)Nc2nc(-c3ccc(Br)cc3)ns2)cc1,9%[59 µM],3%,-13%,-8%,5%,-3%,·,-3%,-18%
C/C(=N\NC(=O)c1cccc(F)c1)c1ccc(NC(=O)Cc2ccccc2)cc1,24%,-12%,-22%,-3%,-12%,-10%,11%,30%,-23%
COc1cc(C2C(C#N)=C(N)Oc3c2ccc2ccccc32)ccc1OCC(=O)Nc1cccc(C)c1 (centres undefined),-30%[59 µM],-13%,-11%,-9%,?,-8%,17%,7%,-30%
COc1ccccc1NS(=O)(=O)c1ccc(C)c(NS(=O)(=O)c2cc(C(=O)O)cc(C)c2C)c1,-1%,-12%,-21%,-2%,-24%,3%,43%,25%,-11%
CN(C)S(=O)(=O)c1cc(C(=O)NCCCn2ccc3ccccc32)ccc1Cl,24%[59 µM],?,-5%,-5%,9%,-26%,-11%,17%,-20%
Cc1ccc(NC(=O)CSc2nnc(C3CC3)n2N)cc1S(=O)(=O)N1CCOCC1,-30%,-8%,-22%,-2%,·,-2%,-8%,47%[activator],0%
Nc1nnn(CC(=O)N/N=C/c2ccncc2)n1,-1%,5%,-6%,-1%,-1%,4%,-2%,20%,13%
COCC(C)n1c(SCC(=O)Nc2nccs2)nc2ccccc2c1=O (centres undefined),5%[59 µM],·,-4%,·,-1%,-12%,50%,-16%,·
C=CCNC(=O)/C(C#N)=C/c1ccc(C)o1,-4%,-18%,-4%,-10%,-3%,-16%,4%,47%[activator],-12%
CCCCNC(=O)CC1SC(=NCC)N(CC)C1=O (centres undefined),19%[59 µM],-12%,-5%,-1%,11%,-2%,-3%,17%,4%
CSc1nc2n(n1)C(C)C1=C(CCCC1=O)N2 (centres undefined),-1%,-2%,-21%,0%,-4%,-7%,18%,36%[activator],41%

# 3 entries picked at random from those above:
SMILES,G9a block,Anesthetic bind,POLH inh,BLM helicase inh,BAZ2B inh,POLK inh,APEX1 inh,POLI inh,POLB inh
COCC(C)n1c(SCC(=O)Nc2nccs2)nc2ccccc2c1=O (centres undefined),5%[59 µM],·,-4%,·,-1%,-12%,50%,-16%,·
COc1cc(C2C(C#N)=C(N)Oc3c2ccc2ccccc32)ccc1OCC(=O)Nc1cccc(C)c1 (centres undefined),-30%[59 µM],-13%,-11%,-9%,?,-8%,17%,7%,-30%
Cc1ccc(NC(=O)CSc2nnc(C3CC3)n2N)cc1S(=O)(=O)N1CCOCC1,-30%,-8%,-22%,-2%,·,-2%,-8%,47%[activator],0%

# (further entries)
SMILES,G9a block,Anesthetic bind,POLH inh,BLM helicase inh,BAZ2B inh,POLK inh,APEX1 inh,POLI inh,POLB inh
Cc1cccc(-n2c(C)nc3sccc3c2=O)c1,-9%[0.501 µM],?,-5%,-3%,8%,-6%,2%,-2%,7%
CCOC(=O)C(=O)Nc1ccccc1C(=O)Nc1ccc(OC)cc1,-6%,-13%,-3%,1%,-23%,-10%,-13%,15%,-4%
CCc1ccc(OCCSc2nc3ccccc3n2CC(=O)O)cc1,·,-12%,-16%,0%,-9%,-6%,13%,6%,20%
COC(=O)c1cn(Cc2cccc(C)c2)nn1,9%[59 µM],2%,-3%,-1%,9%,2%,-4%,20%,0%
O=C(CSc1nnc2c(n1)[nH]c1ccccc12)N1CCCCC1,15%,8%,2%,-5%,-7%,-18%,-4%,-12%,21%
O=C(Nc1ccc(OCC(=O)N2CCOCC2)cc1)c1cncc(Br)c1,?,0%,-8%,0%,-5%,2%,?,-21%,7%
CCOC(=O)C1CN(S(=O)(=O)c2ccc(OC)cc2)c2cc(Cl)ccc2O1 (centres undefined),35%,7%,-12%,-12%,9%,-9%,-7%,-8%,-7%
COc1ccc(C2NC(c3ccc(OC)cc3)C([N+](=O)[O-])C(C)(C)C2[N+](=O)[O-])cc1 (centres undefined),5%[0.501 µM],-20%,-24%,-10%,-8%,-4%,-2%,29%,26%
N#CCSc1nc2sc3c(c2c(=O)n1C1CCCCC1)CCCC3,2%,-12%,-2%,-4%,2%,-12%,4%,22%,39%
O=S(=O)(c1ccccc1)N(CC(O)Cn1c2ccccc2c2ccccc21)c1ccccc1 (centres undefined),-42%[59 µM],30%,-17%,-23%,4%,-26%,?,4%,12%
Cc1nnc(N2CCc3ccccc3C2)[nH]c1=O,9%,-4%,?,2%,-2%,0%,1%,-10%,9%
O=C(O)c1cccc(NC(=O)C2C3C=CC(C3)C2C(=O)OCC(F)(F)C(F)F)c1 (centres undefined),3%[12.7 µM],-8%,-11%,2%,12%,-19%,-3%,4%,21%
O=C(c1ccco1)N1CCN(S(=O)(=O)c2cccc(C(F)(F)F)c2)CC1,-10%,-10%,-13%,1%,13%,-11%,26%,6%,5%
CCN(CC)CCCNC(=O)CN1C(=O)COc2ccc(S(=O)(=O)N3CCC(C)CC3)cc21,-10%[59 µM],-7%,-14%,1%,6%,0%,·,47%[activator],2%
O=C(NCCc1ccccc1)c1cccc([N+](=O)[O-])c1,10%[59 µM],-11%,-24%,-2%,-27%,-6%,4%,19%,11%
CC(=O)c1ccc(NC(=O)CCc2c(C)nc3cc(-c4ccc(Cl)cc4)nn3c2C)cc1,-18%[59 µM],-7%,-2%,-8%,-23%,-6%,·,-2%,1%
COc1ccc(C(CC(=O)O)NC(=O)Cc2ccccc2)cc1OC (centres undefined),10%,-11%,-5%,-1%,8%,-12%,3%,6%,59%
COc1ccccc1CNC(=O)CSc1ccc(-c2ccccn2)nn1,8%,-7%,-1%,-8%,8.9µM*,4%,6%,28%,29%
Cc1ccc(C(=O)CCC(=O)OCC(=O)Nc2ccccc2SCC#N)cc1,7%[2.33 µM],·,-14%,·,-4%,2%,39%[activator],15%,·
COc1ccccc1C1CC(=O)Oc2c(C(C)C)ccc(C)c21 (centres undefined),50%,61%[activator][110 µM],?,-12%[75.6 µM],·,?,-4%&-5%,-26%,·
COc1ccc(C2(O)CCN(Cc3nnnn3Cc3ccc(F)cc3)CC2)cc1,-6%[59 µM],-4%,-4%,-4%,17%,-11%[60.1 µM],2%,7%,-20%
Cc1ccc2c3c(cccc13)-c1ccccc1C2=O,41%,102%[activator],-8%,1%,9%,2%,-9%,-5%,-8%
Cc1ccc(Oc2ncccc2CO)cc1,3%,-11%,4%,-9%,-3%,-17%,-1%,?,10%
COCCNC(=O)Cn1c(=O)n(CCC(=O)NCCc2ccccc2)c(=O)c2ccccc21,10%,14%,-9%,-1%,12%,-6%,?,0%,14%

# Some of these compounds in order of molar mass, largest number first:
SMILES,G9a block,Anesthetic bind,POLH inh,BLM helicase inh,BAZ2B inh,POLK inh,APEX1 inh,POLI inh,POLB inh
CC(=O)c1ccc(NC(=O)CCc2c(C)nc3cc(-c4ccc(Cl)cc4)nn3c2C)cc1,-18%[59 µM],-7%,-2%,-8%,-23%,-6%,·,-2%,1%
COc1ccc(C2(O)CCN(Cc3nnnn3Cc3ccc(F)cc3)CC2)cc1,-6%[59 µM],-4%,-4%,-4%,17%,-11%[60.1 µM],2%,7%,-20%
COc1ccc(C(CC(=O)O)NC(=O)Cc2ccccc2)cc1OC (centres undefined),10%,-11%,-5%,-1%,8%,-12%,3%,6%,59%
COc1ccccc1C1CC(=O)Oc2c(C(C)C)ccc(C)c21 (centres undefined),50%,61%[activator][110 µM],?,-12%[75.6 µM],·,?,-4%&-5%,-26%,·
O=C(NCCc1ccccc1)c1cccc([N+](=O)[O-])c1,10%[59 µM],-11%,-24%,-2%,-27%,-6%,4%,19%,11%
Cc1ccc2c3c(cccc13)-c1ccccc1C2=O,41%,102%[activator],-8%,1%,9%,2%,-9%,-5%,-8%
Cc1ccc(Oc2ncccc2CO)cc1,3%,-11%,4%,-9%,-3%,-17%,-1%,?,10%
